# High-throughput results deposited in PubChem BioAssay by Sanford-Burnham Center for Chemical Genomics.
# Apaf1 inhib: human Apaf-1 inhibition | inhibition, % at 20 µM | reconstituted apoptosome caspase-3 activity, DEVD-Rh110 fluorescence | 0.71% of 330,000 active | O14727 | AID 489030; active means inhibition of at least 40% at 20 µM;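 further: plate controls were DMSO wells for no effect and DEVD-CHO caspase inhibitor wells for full effect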
#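 Assay system: Apoptosome proteins | Medium: pH 7.5 Hepes buffer with CHAPS, BSA, DTT | Also added: Cytochrome c and DEVD-Rh110 substrate | Times: 30 min plus 50 min, RT | Detection: Rhodamine 110 fluorescence at Ex 480/Em 540 nm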
# tim10-1 inh: tim10-1 yeast growth inhibition | S. cerevisiae tim10-1 ts strain growth, BacTiter-Glo, 24 h | inhibition, % at 20 µM | 2.2% of 330,000 active;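 active means inhibition of at least 40%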;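 further: mutant grown at 25 °C; 0% = DMSO wells with yeast and 100% = wells holding no yeast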
# NLRP3 yeast inh: inhibitors of NALP3 inflammasome in yeast | Yeast reconstituted NLRP3/ASC/caspase-1, beta-gal luminescence, 24 h | inhibition, % at 10 µM | 0.39% of 330,000 active | AID 2825;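 active means inhibition of 50% or more; inactive means inhibition below 50%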;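 further: plate controls were induced DMSO wells for no effect and uninduced yeast grown without galactose for full effect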
# TIM10 inh: TIM10 yeast growth inhibition; S. cerevisiae TIM10 strain growth, BacTiter-Glo luminescence, 24 h; inhibition, % at 10 µM; 1.4% of 330,000 active; AID 463195;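 active means inhibition of 40% or more at the single tested concentration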;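 further: wild-type TIM10 isogenic control strain grown at permissive 25 °C; 0% = DMSO yeast wells and 100% = minimal medium wells without yeast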
# mIAP activ: mouse IAP activation; 0.24% of 330,000 active; muIAP, CDP-Star luminescence, 30 min; stronger effect = higher value; 1 = vehicle-only enzyme signal, 0 = enzyme-free wells; AID 2805; activation factor at 10 µM;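 active means activation factor of at least 2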; further: the source names both 10 and 20 µM as test concentration; values of inactives mirror those of a sister screen read the other way
#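 Assay system: mouse IAP enzyme / Compound: DMSO-dissolved test compounds / Timing: 30 min, room temperature / Measured by: luminescence from enzymatic CDP-Star hydrolysis / Control set: DMSO-only wells, enzyme-free buffer wells as negative control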
# ATG4B inh: inhibitors of human ATG4B cysteine protease. ATG4B cleavage of LC3-PLA2, NBD-HPC fluorescence, 1 h. 0.51% of 340,000 active. inhibition, % at 8.33 µM. Q9Y4P1; in the data active means inhibition above about 40%
# Target sequence (Q9Y4P1 whole entry, looked up): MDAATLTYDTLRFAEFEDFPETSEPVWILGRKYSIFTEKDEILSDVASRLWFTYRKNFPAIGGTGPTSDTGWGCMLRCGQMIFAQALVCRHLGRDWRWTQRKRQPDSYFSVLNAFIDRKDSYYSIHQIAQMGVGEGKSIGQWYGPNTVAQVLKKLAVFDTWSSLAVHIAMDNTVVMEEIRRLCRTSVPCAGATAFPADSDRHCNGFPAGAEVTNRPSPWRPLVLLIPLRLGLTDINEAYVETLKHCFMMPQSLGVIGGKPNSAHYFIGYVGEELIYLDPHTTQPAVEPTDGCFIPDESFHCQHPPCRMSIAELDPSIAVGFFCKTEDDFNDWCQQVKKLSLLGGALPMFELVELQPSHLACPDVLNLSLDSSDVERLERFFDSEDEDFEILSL
# hIAP inh: blocks human intestinal alkaline phosphatase. P09923. purified IAP, CDP-Star luminescence, 30 min. 0.12% of 330,000 active. inhibition, % at 10 µM;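 active means inhibition reaching a set limit with compound at 10 µM in the primary screen, cut at about 35% in these data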;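 further: plate controls were DMSO wells with enzyme for no effect and no-enzyme buffer wells for full effect; values of inactives mirror those of a sister screen read the other way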
# Target sequence (P09923 whole entry, looked up): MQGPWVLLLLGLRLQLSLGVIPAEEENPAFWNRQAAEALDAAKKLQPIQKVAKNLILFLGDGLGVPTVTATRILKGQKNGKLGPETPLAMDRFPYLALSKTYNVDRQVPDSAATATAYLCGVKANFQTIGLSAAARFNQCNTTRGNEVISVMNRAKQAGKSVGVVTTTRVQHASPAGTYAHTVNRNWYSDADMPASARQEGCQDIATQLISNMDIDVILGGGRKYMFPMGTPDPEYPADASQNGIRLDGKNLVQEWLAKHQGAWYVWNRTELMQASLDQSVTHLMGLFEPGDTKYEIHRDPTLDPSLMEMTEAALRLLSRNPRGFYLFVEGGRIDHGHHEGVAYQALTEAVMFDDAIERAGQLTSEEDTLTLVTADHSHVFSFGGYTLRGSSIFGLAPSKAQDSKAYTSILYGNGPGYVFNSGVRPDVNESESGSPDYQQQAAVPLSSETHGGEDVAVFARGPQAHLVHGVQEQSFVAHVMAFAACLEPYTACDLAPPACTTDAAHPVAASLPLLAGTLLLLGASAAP
# mIAP inh: blocks mouse intestinal alkaline phosphatase; purified mouse IAP, CDP-Star luminescence, 30 min; 0.2% of 330,000 active; inhibition, % at 10 µM;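 active means inhibition of at least 40% at 10 µM in the primary screen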;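 further: plate controls were DMSO with enzyme for no effect and no enzyme wells for full effect; values of inactives mirror those of a sister screen read the other way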
# hIAP act: increases human intestinal alkaline phosphatase activity; P09923; purified human IAP, CDP-Star luminescence, 30 min; stronger effect = higher value; 1 = vehicle-only enzyme, 0 = enzyme-free background; activation factor at 10 µM; 0.16% of 330,000 active;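 active means activation factor of the enzyme at least 2-fold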; further: the source names both 10 and 20 µM as test concentration; values of inactives mirror those of a sister screen read the other way
# Starred values were filed as active, the others as inactive; x = no result given.
SMILES,Apaf1 inhib,tim10-1 inh,NLRP3 yeast inh,TIM10 inh,mIAP activ,ATG4B inh,hIAP inh,mIAP inh,hIAP act
O=C(O)CCc1ccc(-c2ccccc2)n1CC(=O)Nc1cccc(C(F)(F)F)c1,4,14,9,9,1,0,-6,0,1.1
Cc1ccc(CNC(=O)/C=C/c2ccc(S(=O)(=O)N3CCOCC3)cc2)cc1,11,22,10,10,0.92,0,-12,8,1.1
CNC(=O)c1ccccc1F,-3,8,-8,-11,1,2,-12,-1,1.1
CNC(=O)c1c(NC(=O)c2ccc(S(=O)(=O)N3CC(C)OC(C)C3)cc2)sc2c1CCN(C(C)C)C2 (centres undefined),0,11,4,13,1,-6,10,-1,0.9
COc1ccc(Cl)cc1NC(=O)CNc1ccc(F)cc1C,10,13,19,-3,0.92,-7,-6,8,1.1
O=C(c1ccco1)N1CCN(c2nc(C(F)(F)F)nc3c2nnn3Cc2ccccc2)CC1,7,0,9,0,0.88,15,-36,12,1.4
COc1ccc(NC(=O)c2ccc(NC(=O)c3ccncc3)cc2)cc1,-5,-9,28,-7,1,-1,11,-2,0.89
COc1ccc(NC(=O)COC(=O)CNC(=O)C2CCCCC2)cc1OC,2,9,5,8,1,-1,-21,-3,1.2
C=CCN1C(=O)c2ccccc2Sc2ccc(C(=O)NC(C)C)cc21,13,36,11,5,1,1,-11,-1,1.1
COc1cc(-c2nnc(COC(=O)c3cccn3C)o2)cc(OC)c1OC,-2,17,12,-2,0.95,0,-9,4,1.1
CCNC(=O)N1c2ccccc2Sc2ccccc21,-1,13,-10,16,0.97,-1,3,3,0.97
Cn1c(NCCCO)nc2ccccc21,-4,5,20,-5,1,-7,13,-1,0.87
CNC(=S)N1C2CCCC1CC(NC(=O)c1ccc(F)cc1)C2 (centres undefined),0,2,9,-7,1.1,-3,-8,-10,1.1
O=C1CN=C(Nc2ccc(Cl)cc2)N1c1ccccc1,7,16,7,0,1.1,-3,3,-11,0.97
O=C(N/N=C/c1ccco1)c1cc(-c2cccc(Br)c2)nc2ccccc12,-33,9,0,26,0.92,23,-28,8,1.3
CN(CC(=O)Nc1c(Cl)cccc1Cl)C(=O)C1=COCCO1,5,-4,9,-1,0.99,0,-5,1,1.1
Cc1nn(C)cc1CNC(=O)c1cccc(Cl)c1,-18,14,2,1,0.91,-3,11,9,0.89
COCCNC(=S)N/N=C(\C)c1cccc([N+](=O)[O-])c1,-5,18,8,17,1,0,10,-2,0.9
COc1cc(C(=O)NCC(=O)N/N=C(/C)c2cccs2)cc(OC)c1OC,-36,27,1,13,0.96,1,8,4,0.92
CC[C@H](C)/C=C(C)/C=C/C(=O)Cc1cc(O)c(C)c(O)c1C=O,-4,25,19,15,0.84,-11,9,16,0.91
Cc1ccc(SCCN2CCC(O)CCC2=O)cc1 (centres undefined),2,9,11,-12,1,-2,-3,-1,1
O=C(COC(=O)c1ccc2ncsc2c1)Nc1cccc(Cl)c1,0,-15,25,8,1,5,4,-1,0.96
CN(C)S(=O)(=O)c1ccc(C(=O)NCc2cccs2)cc1,-17,-1,10,-4,1,0,-29,-3,1.3
COc1ccc(C(=O)O/N=C(\N)c2ccccc2)cc1OC,-5,51*,24,19,1,-3,-12,-3,1.1
COc1ccc2cc(C(=O)NCCCN3CCCC3=O)[nH]c2c1,-3,21,4,-5,0.99,7,-2,1,1
CC(=O)/C(N=Nc1cc(C)ccc1O)=C(\C)O,-10,0,25,5,0.8,2,-16,20,1.2
O=C(Nc1cccc(C(F)(F)F)c1)c1cnc2n(c1=O)CCS2,7,12,34,4,0.88,-5,12,12,0.88
O=C(CSC1=NCCS1)N1CCOCC1,8,4,14,-15,1.1,0,10,-7,0.9
COCCCNC(=O)c1oc2ccc(S(=O)(=O)N(C)C3CCCCC3)cc2c1C,1,31,33,-16,1.1,-5,-28,-10,1.3
Cc1cccc(N2C(=O)CC(SC(=Nc3ccccc3)Nc3ccccc3)C2=O)c1 (centres undefined),10,16,1,16,1.1,-9,3,-10,0.97
CCOC(=O)c1cccc(NC(=O)CN(c2ccc(C)cc2)S(=O)(=O)c2c(C)noc2C)c1,28,33,1,21,1.4,4,2,-37,0.98
CCOC(=O)C1(Cc2ccccc2)CCN(Cc2ccc3c(c2)OCCO3)CC1,5,20,16,-3,1,1,5,-4,0.95
O=C(/C=C/c1cccc([N+](=O)[O-])c1)NCCN1C(=O)S/C(=C\c2ccc(F)cc2)C1=O,-13,9,13,9,1,-5,7,-2,0.93
COc1ccc2c(c1)c(=O)oc1c(C)c(OCc3cc(C(=O)O)oc3C)ccc12,6,10,27,10,0.95,11,7,5,0.93
O=C(NCCc1ccc(Cl)cc1Cl)c1cccnc1,3,0,20,-12,0.98,2,-18,2,1.2
N#Cc1c(Sc2ncc(C(F)(F)F)cc2Cl)nsc1C/C=N\OCc1c(F)cccc1Cl,7,25,11,21,0.93,24,12,7,0.88
CCC(=O)c1c[nH]c(C(=O)NCC2CCCO2)c1 (centres undefined),0,-10,-1,-9,0.97,-1,-17,3,1.2
Cc1cc(C)c(NS(=O)(=O)c2c(C)noc2C)c(C)c1,-1,-10,37,7,1.1,2,-7,-7,1.1
COCCNC(=O)c1c(C)cc(C)cc1C,-4,-1,4,-9,1,-5,-24,-1,1.2
Cc1ccc(-n2cc(C(=O)c3ccc(N4CCN(C)CC4)cc3)nn2)cc1Cl,18,-16,31,-6,0.99,0,12,1,0.88
CC(C)C(=O)Nc1ccc(C(=O)c2ccccc2)cc1,1,36,32,32,0.95,0,-9,5,1.1
O=S1(=O)CC(O)C(Nc2ccc(Cl)cc2)C1 (centres undefined),-5,-2,6,-3,1,4,-11,-3,1.1
COc1ccc(-c2nc(CSCC(=O)NC3CCN(Cc4ccccc4)CC3)c(C)o2)cc1OC,-3,20,8,0,1,-3,-10,-1,1.1
COc1ccc(NC(=O)n2ncc3c(C)cccc32)cc1OC,13,37,13,13,0.94,-5,4,6,0.96
O=C1c2sc3nc4c(c(=O)n3c2C(=O)N1c1ccccc1)CCC4,14,27,19,2,0.92,-3,-11,8,1.1
CC(C)(C)c1ccc(C(=O)Nc2ccc(O)c3c(=O)cc(-c4cccc(Cl)c4)oc23)cc1,13,-3,4,13,1,14,8,0,0.92
CCCOc1ccc(C2C(C(=O)/C=C/c3ccco3)=C(O)C(=O)N2CCN2CCOCC2)cc1OC (centres undefined),11,11,7,-6,0.9,-2,6,10,0.94
N#CCCn1cc(/C=N/NC(=O)c2ccncc2)c(-c2ccccc2)n1,-1,3,29,17,0.92,-1,-6,8,1.1
CCc1ccc(OCC(O)CN2CCCC2)cc1 (centres undefined),-1,-2,12,-10,0.94,-7,-11,6,1.1
Cc1ccc(C(C#N)c2ccc(Cl)nn2)cc1 (centres undefined),3,-3,23,-18,1,5,-18,-2,1.2
N#CCCN(Cc1cccnc1)C(=S)NC(=O)c1ccco1,-9,-1,26,5,0.89,3,11,11,0.89
Cc1onc(-c2c(Cl)cccc2Cl)c1C(=O)N1CCc2ccccc21,-5,25,20,16,0.95,-1,9,5,0.91
N#CN(CC(N)=O)c1nc(N2CCCCC2)nc(N2CCCCC2)n1,5,-6,18,-4,1,-1,9,0,0.91
O=C(Nc1cccc(C(F)(F)F)c1)Oc1ccccc1N1CCOCC1,0,-18,9,-3,1.3,11,2,-33,0.98
CC(NC(=O)CCN1N=C(c2ccccc2)CCC1=O)c1ccc2c(c1)OCCO2 (centres undefined),-13,10,17,-9,1.1,x,2,-8,0.98
CC(=O)Nc1ccc(Oc2cncc(Cl)c2)nc1,-13,-8,24,-15,1.1,2,-8,-5,1.1
Clc1ccc(Cn2cnc3ccccc32)cc1,5,34,-1,-7,1.1,-10,-4,-8,1
CC(C)CCCNc1nc(N2CCOCC2)nc(N2CCOCC2)n1,10,6,13,-3,1.2,-4,-2,-22,1
Oc1cc(-c2ccc(N3CCCCC3)nc2)cc2cccnc12,2,1,25,0,1.2,0,-20,-19,1.2
CNC(=S)NNC(=O)c1ccccc1Br,8,5,-5,-3,0.99,5,-58,0,1.6
# Remaining list, next part:
SMILES,Apaf1 inhib,tim10-1 inh,NLRP3 yeast inh,TIM10 inh,mIAP activ,ATG4B inh,hIAP inh,mIAP inh,hIAP act
O=C(c1cn(CC(=O)N2CCCCC2)c2ccccc12)C1CC1,0,14,-8,3,0.98,12,4,2,0.96
Cc1ccc(S(=O)(=O)N2CCCC2C(=O)NCc2ccccc2Cl)cc1 (centres undefined),4,14,14,7,1,4,-21,0,1.2
CN(C)C(=O)Cn1c(SCC(=O)N2CCCc3ccccc32)nc2ccccc21,-16,0,12,-2,1,0,6,-5,0.94
CCSC1=C(C#N)C(c2ccccc2C)CC(=O)N1 (centres undefined),0,15,16,5,0.95,8,-8,5,1.1
Cc1cccc(N=C2NN=C(c3ccccc3F)CS2)c1C,4,19,14,25,0.98,17,-10,2,1.1
COc1cccc(N2CCN(C(=O)c3ccc(N4C(=O)NC5CC4(C)Oc4ccccc45)cc3)CC2)c1 (centres undefined),8,2,17,4,1.1,-3,-15,-6,1.1
O=C(NNC(=O)c1ccccc1OCc1ccc(F)cc1)c1ccccc1O,7,30,28,14,0.74,-2,-83,26,1.8
COc1ccc(S(=O)(=O)N(C)C)cc1NC(C)C(=O)Nc1cccc(C#N)c1 (centres undefined),5,12,-15,-1,1.1,-5,10,-12,0.9
COc1ccc(-c2ccnc3nc(N4CCOCC4)nn23)cc1,0,31,-15,-1,1.2,-6,4,-17,0.96
CNC(=O)C(=O)NCCc1ccc(Cl)cc1,11,11,14,6,0.96,-2,-11,4,1.1
CC(C)(C)NC(=O)C(c1ccccn1)N(C(=O)c1csnn1)C1CCCC1 (centres undefined),4,13,2,3,1,2,-8,-1,1.1
CCCn1nc(C(=O)NNC(=O)CSCC(=O)Nc2cc(C)on2)c2ccccc2c1=O,4,-7,17,-9,0.86,10,-92,14,1.9
O=C(/C=C/c1ccc(OCCCF)cc1)N1CCOCC1,-4,-1,9,8,0.94,-7,6,6,0.94
COc1cccc(NC(=O)CSc2nnc(COc3ccc4c(c3)CCCC4)o2)c1,3,17,-2,-12,0.83,-9,4,17,0.96
Cc1ccc(C(=O)c2oc3ccccc3c2NC(=O)c2cc(-c3ccccc3O)n[nH]2)cc1,21,27,-6,15,1,22,-51,-1,1.5
N#Cc1nc(-c2ccccc2)oc1NCCCn1ccnc1,-4,7,5,-26,0.94,-2,2,6,0.98

# 7 compounds out of the list, sorted by molecular weight, rising.
SMILES,Apaf1 inhib,tim10-1 inh,NLRP3 yeast inh,TIM10 inh,mIAP activ,ATG4B inh,hIAP inh,mIAP inh,hIAP act
CNC(=O)C(=O)NCCc1ccc(Cl)cc1,11,11,14,6,0.96,-2,-11,4,1.1
O=C(/C=C/c1ccc(OCCCF)cc1)N1CCOCC1,-4,-1,9,8,0.94,-7,6,6,0.94
Cc1cccc(N=C2NN=C(c3ccccc3F)CS2)c1C,4,19,14,25,0.98,17,-10,2,1.1
O=C(NNC(=O)c1ccccc1OCc1ccc(F)cc1)c1ccccc1O,7,30,28,14,0.74,-2,-83,26,1.8
Cc1ccc(S(=O)(=O)N2CCCC2C(=O)NCc2ccccc2Cl)cc1 (centres undefined),4,14,14,7,1,4,-21,0,1.2
COc1cccc(NC(=O)CSc2nnc(COc3ccc4c(c3)CCCC4)o2)c1,3,17,-2,-12,0.83,-9,4,17,0.96
CCCn1nc(C(=O)NNC(=O)CSCC(=O)Nc2cc(C)on2)c2ccccc2c1=O,4,-7,17,-9,0.86,10,-92,14,1.9
